Screens deposited in PubChem BioAssay by several laboratories.
SRC2 inh: human SRC2 (NCOA2) inhibition; Q15596; HEK293 GAL4-SRC2 luciferase reporter, luminescence; inhibition, % at 9 µM; 0.17% of 370,000 active; AID 651957;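 active means inhibition above the mean inhibition of all tested compounds plus 3 SD, set per campaign, cut at about 52% in these data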;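 further: 0% = DMSO treated cells and 100% = cells given Gossypol at 36 µM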
LRH-1 inv ag: inverse agonists of human LRH-1 (NR5A2) | inhibition, % at 3.6 µM | O00482 | 0.13% of 360,000 active | HEK293T StAR-luciferase reporter, LRH-1 transfected, 24 h;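 active means inhibition above the mean inhibition of all tested compounds plus 3 SD, cut at about 73% in these data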;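 further: 0% = DMSO wells and 100% = reporter-only cells lacking LRH-1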
C8 TRAIL sens: caspase-8 TRAIL sensitization; NB7+C8 cells + TRAIL, ATPlite viability luminescence; inhibition (viability loss, TRAIL sensitization), % at 10 µM; 1% of 360,000 active;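 active means compounds causing at least 50% loss of cell viability in the single-dose screen, relative to plate controls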
NOD2 RIPK2 PPI: blocks binding of human NOD2 to RIPK2. CHO BLA complementation NOD2-RIPK2, CCF4 ratio. inhibition, % at 4.98 µM. 0.38% of 360,000 active. AID 624267; in the data active means inhibition above about 21%;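 further: 0% = vehicle only and 100% = reference blocker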
NCOA1 inh: inhibits human SRC1 coactivator; Q15788; HEK293 GAL4-SRC1 luciferase reporter, luminescence; inhibition, % at 3.6 µM; 0.12% of 360,000 active; AID 588354;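 active means inhibition above the campaign mean plus 3 SD, with each screening campaign given its own cutoff, cut at about 60% in these data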;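 further: 0% = DMSO treated cells and 100% = gossypol at 36 µM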
TLR9-MyD88 inh: inhibitors of human TLR9-MyD88 binding | AID 504734 | inhibition, % at 4.98 µM | Q9NR96+Q99836 | 0.21% of 340,000 active | CHO BLA complementation TLR9-MyD88, CCF4 FRET ratio;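 active means inhibition above the mean over all tested compounds plus 3 SD, cut at about 21% in these data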;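 further: 0% = DMSO only wells and 100% = clavulanate BLA inhibitor control wells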
Target sequence (Q99836 whole entry, looked up): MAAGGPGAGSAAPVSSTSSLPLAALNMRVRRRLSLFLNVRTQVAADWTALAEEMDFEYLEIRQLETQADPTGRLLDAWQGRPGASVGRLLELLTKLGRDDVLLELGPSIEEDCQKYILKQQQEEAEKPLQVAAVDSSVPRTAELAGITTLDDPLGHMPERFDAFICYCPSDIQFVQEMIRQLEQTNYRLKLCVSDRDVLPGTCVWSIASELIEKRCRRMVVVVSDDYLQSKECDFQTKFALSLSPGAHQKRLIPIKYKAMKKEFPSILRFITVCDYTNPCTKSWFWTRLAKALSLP
Target sequence (Q9NR96 whole entry, looked up): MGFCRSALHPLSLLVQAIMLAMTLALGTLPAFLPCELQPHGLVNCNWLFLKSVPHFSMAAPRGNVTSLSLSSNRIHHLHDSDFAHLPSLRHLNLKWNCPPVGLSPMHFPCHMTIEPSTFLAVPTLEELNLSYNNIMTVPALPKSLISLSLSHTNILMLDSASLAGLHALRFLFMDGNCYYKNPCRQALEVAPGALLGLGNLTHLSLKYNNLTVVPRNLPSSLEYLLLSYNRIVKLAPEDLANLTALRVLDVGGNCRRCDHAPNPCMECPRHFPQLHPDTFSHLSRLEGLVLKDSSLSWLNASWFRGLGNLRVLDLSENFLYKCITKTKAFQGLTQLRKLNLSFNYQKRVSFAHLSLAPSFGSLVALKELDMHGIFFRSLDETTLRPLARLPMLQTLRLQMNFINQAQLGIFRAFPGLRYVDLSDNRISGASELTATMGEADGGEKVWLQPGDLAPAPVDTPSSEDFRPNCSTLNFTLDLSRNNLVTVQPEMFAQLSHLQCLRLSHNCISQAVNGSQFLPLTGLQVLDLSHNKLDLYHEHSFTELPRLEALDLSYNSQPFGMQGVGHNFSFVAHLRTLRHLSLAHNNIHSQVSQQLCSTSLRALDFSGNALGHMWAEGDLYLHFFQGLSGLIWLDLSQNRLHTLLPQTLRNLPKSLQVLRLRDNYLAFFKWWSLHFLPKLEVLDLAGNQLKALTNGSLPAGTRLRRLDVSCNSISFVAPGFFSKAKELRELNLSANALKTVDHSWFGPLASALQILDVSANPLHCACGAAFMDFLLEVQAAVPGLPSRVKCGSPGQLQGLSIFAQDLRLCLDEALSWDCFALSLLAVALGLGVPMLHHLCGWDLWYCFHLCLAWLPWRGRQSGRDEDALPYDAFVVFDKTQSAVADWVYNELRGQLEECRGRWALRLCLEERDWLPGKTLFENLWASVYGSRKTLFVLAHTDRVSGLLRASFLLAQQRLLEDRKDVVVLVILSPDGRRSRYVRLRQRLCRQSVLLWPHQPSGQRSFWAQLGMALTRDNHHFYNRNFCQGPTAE
EBV LMP1 NFkB: reduces LMP1-driven NF-kappaB luciferase signal | LMP1-induced NF-kappaB luciferase reporter cells, luminescence | inhibition, % at 12.5 µM | 0.69% of 350,000 active; in the data active means inhibition above about 41%;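 further: 0% = neutral control wells and 100% = reference inhibitor control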
TWEAK Fn14 block: TWEAK-Fn14 signaling inhibition | TWEAK-stimulated Fn14 reporter cells, luciferase luminescence, 8 h | inhibition, % at 10 µM | 2% of 360,000 active | AID 1159606; in the data active means inhibition above about 50%
NCOA3 inh: inhibitors of human steroid receptor coactivator 3 (SRC3); HEK293 GAL4-SRC3 luciferase reporter, luminescence; inhibition, % at 3.6 µM; 0.17% of 360,000 active; AID 588352;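 active means inhibition above a per-campaign cutoff, the mean of all compounds plus 3 SD, cut at about 60% in these data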;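 further: 0% = DMSO-treated cells and 100% = gossypol-treated cells at 36 µM; higher means less SRC3-driven luciferase light from the GAL4 reporter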
TROY signal inh: blocks TROY-dependent signaling in reporter cells | AID 1347056 | 0.98% of 360,000 active | Q293 LMP1-TROYcd NF-kB luciferase reporter, 4 h | inhibition, % at 10 µM;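 active means compounds whose plate-normalised and pattern-corrected inhibition of the luciferase reporter signal at the single screening dose is 50% or more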
COUP-TFII inh: NR2F2 (human) inhibition, primary screen | HEK293T NGFI-A luciferase reporter, luminescence | inhibition, % at 8.6 µM | 0.7% of 370,000 active | P24468;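 active means inhibition above a per-plate cutoff, mean inhibition of test wells between control levels plus 3 SD, cut at about 38% in these data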;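 further: cells cotransfected with COUP-TFII expression vector driving the NGFI-A reporter; 0% = median of COUP-TF2 test wells and 100% = reporter-only cells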
* = called active by the depositor; · = not tested or not shown. These rows are one share of the data, so the mix of outcomes need not match the whole.

SMILES	SRC2 inh	LRH-1 inv ag	C8 TRAIL sens	NOD2 RIPK2 PPI	NCOA1 inh	TLR9-MyD88 inh	EBV LMP1 NFkB	TWEAK Fn14 block	NCOA3 inh	TROY signal inh	COUP-TFII inh
CCCCCC(C(=O)O)C(C)CC(=O)NC1CCCCC1 (centres undefined)	-13	4	-7	-2	16	-5	-5	-2	14	6	7
Cc1cc(C)c(C(=O)C(C)OC(=O)c2ccccn2)cc1C (centres undefined)	-7	0	-14	-10	-4	7	3	7	3	25	9
O=C(CCSc1nc(-c2ccco2)cc(C(F)(F)F)n1)N1CCCc2ccccc21	4	2	16	-6	-3	0	-11	5	-10	-18	6
COCCN1C(=O)C(=O)/C(=C(/O)c2cccc(S(=O)(=O)N(C)C)c2)C12C(=O)N(C)c1ccccc12 (centres undefined)	-28	9	0	1	-2	-2	1	2	16	-1	-6
CC(C)NC(=O)N(C)C[C@H]1Oc2ncc(Br)cc2C(=O)N([C@H](C)CO)C[C@@H]1C	-9	-18	4	-20	-7	4	-13	10	4	-18	9
COc1ccc(S(=O)(=O)N(C)c2c(C)n(C)n(-c3ccccc3)c2=O)cc1OC	5	18	-4	-10	-14	1	2	4	-12	18	9
Cc1ccc(NC(=O)CCSc2nc(C)cc(C)n2)cc1	-13	5	-9	-13	6	-6	-14	-24	2	-18	3
COc1ccc(-c2cc(C(F)(F)F)n3nc(C(=O)Nc4c(C)n(C)n(-c5ccccc5)c4=O)cc3n2)cc1	-2	7	3	-3	-4	-6	-4	-13	12	3	-15
O=C1[C@H]2[C@@H](c3ccc(F)cc3)N3C(=O)N(c4cccc(Cl)c4)C(=O)[C@@]3(Cc3ccc(Cl)cc3)[C@H]2C(=O)N1C1CCCCC1	6	4	-9	-8	7	-11	1	17	9	-6	3
CCOc1ccc2nc(SC3CC(=O)N(c4ccccc4)C3=O)sc2c1 (centres undefined)	·	-2	3	-19	-41	0	-8	-17	-31	6	·
Cc1sc(NC(=O)C2CCCCC2C(=O)O)c(C(N)=O)c1-c1ccccc1 (centres undefined)	-41	-29	30	-2	-65	-4	1	29	-13	47	-23
CCNc1sc(C(=O)OCC)c(N)c1C#N	-23	8	3	-2	-6	4	0	3	-19	12	-6
CCCOc1ccc(OCCSc2nnc(N)s2)cc1	-39	-62	·	-13	-73	-3	-19	·	-43	·	-11
CNC(=O)c1cc(Nc2nnc(C)c3ccccc23)ccc1OC	-32	-13	11	-1	-18	-5	1	3	-21	2	-37
O=C(CCN1C(=O)c2ccccc2C1=O)Nc1sc2c(c1C(=O)NCc1ccco1)CCCC2	4	-13	-17	-2	9	5	8	7	1	11	-15
O=c1cc(N2CCN(c3ccccc3Cl)CC2)[nH]c(=O)n1Cc1ccc(F)cc1	8	-11	2	1	27	5	6	32	7	-6	-3
COC(=O)C1=C(C)OC(N)=C(C#N)C1c1c(C)nn(-c2ccccc2)c1Cl (centres undefined)	-2	28	-29	-7	-9	3	0	9	-17	-1	-16
O=C(COC(=O)C1CC1)c1c[nH]c2ccccc12	-56	-132	12	4	-79	-2	-12	14	-99	-47	-28
CCN1C(=O)CS/C1=C(\C#N)S(=O)(=O)c1ccccc1	-7	-1	-7	-2	-4	0	-3	-7	5	-17	-17
O=C(Nc1ccc(Oc2cccnc2)cc1)C1CCN(Cc2ccc(F)cc2)CC1	15	18	-5	-10	-2	3	6	14	10	-7	11
COc1ccc(Nc2nc(N)nc(CSC(=S)N3CCCCC3)n2)cc1	-10	-34	-17	2	-32	2	4	-14	-26	-25	-8
Cc1cc2[nH]cnc2c([N+](=O)[O-])c1C	21	-5	-5	0	-1	2	6	4	10	-10	8
CCCn1c(SCC(=O)c2[nH]c(C)c(C(C)=O)c2C)n[nH]c1=O	21	10	-3	-2	13	-8	3	10	7	-12	5
Cc1ccc(NC(=O)CSc2nnc(-c3cnccn3)n2-c2ccccc2)cc1	0	7	48	-8	-1	1	12	-3	2	15	-2
CC1CCc2[nH]c3ccc(C(=O)N(C)CC(=O)Nc4ccccc4C(F)(F)F)cc3c2C1 (centres undefined)	-3	-11	22	-3	-3	-4	-6	-11	9	-1	7

Additional entries:
SMILES	SRC2 inh	LRH-1 inv ag	C8 TRAIL sens	NOD2 RIPK2 PPI	NCOA1 inh	TLR9-MyD88 inh	EBV LMP1 NFkB	TWEAK Fn14 block	NCOA3 inh	TROY signal inh	COUP-TFII inh
O=C(Cc1ccc(Cl)cc1)NC1CCS(=O)(=O)C1 (centres undefined)	-5	0	-7	1	-9	-5	4	0	5	4	1
O=C1CC(c2ccccc2)Cc2nc(N3CCc4ccccc4C3)ncc21 (centres undefined)	-17	18	9	-1	0	5	-4	9	-10	7	0
O=C(NCc1nc2ccccc2[nH]1)C1CCCCC1	-10	18	-4	1	-1	-8	8	-6	4	-8	-1
Cc1cccc(N=c2c([N+](=O)[O-])nn(-c3ccc(Cl)cc3)n2O)c1	-8	8	14	1	-6	-2	-9	5	3	-13	-15
O=C(COC(=O)c1cccc(S(=O)(=O)N2CCc3ccccc32)c1)NC1CCS(=O)(=O)C1 (centres undefined)	14	-6	1	-4	4	-3	2	-12	8	5	4
Cc1ccc(CNC(=O)c2ccccc2-n2cnnn2)cc1	14	12	-2	2	9	-1	1	19	10	6	23
COc1ccc(-c2noc(CCC(=O)Nc3cccc(C)c3)n2)cc1	-6	-12	9	7	-5	0	-3	11	-1	-10	25
CCOc1[nH]n(-c2ccccc2)c(=O)c1C=Nc1ccc(F)cc1F	3	1	-1	-13	-18	13	-10	-3	-12	-5	6
Cc1ccc(N2CC(C(=O)NCCS(=O)(=O)N3CCN(c4ccc(F)cc4)CC3)CC2=O)cc1 (centres undefined)	9	-1	0	-9	3	10	2	-10	2	-2	-13
COC(=O)c1sc2ncccc2c1OCc1cccc(Cl)c1	5	5	0	-2	10	-5	8	6	4	-8	-15
C#CCN(C[C@H]1[C@H](OC(=O)NCc2ccc(OC)c(OC)c2)[C@H](OC(=O)NCc2ccc(OC)c(OC)c2)C[C@@H](C(=O)OC)[C@H]1C(=O)OC)S(=O)(=O)c1ccc(C)cc1	-43	-29	11	-15	-18	2	-17	1	4	10	4
O=C(CCn1nnc2ccccc2c1=O)N[C@H](C(=O)O)c1ccccc1	-6	-1	-7	3	-7	1	-3	1	2	-2	13
COc1cccc(-c2cc(C(=O)NCC3CCCO3)on2)c1 (centres undefined)	-45	-56	8	-1	-61	1	-16	-10	-49	-15	-44
O=C1Cc2cc(O)ccc2O1	4	-15	4	-1	-4	8	-5	12	8	3	-12
Cn1c(=O)[nH]c(=O)c2c1nc(CN1CCN(c3cccc(Cl)c3)CC1)n2CCc1ccccc1	-19	23	-19	-1	-10	4	8	-2	11	-3	5
O=C(CN1C(=O)S/C(=C\C=C\c2ccccc2)C1=O)Nc1cccc(O)c1	-54	-10	5	-6	-35	-7	2	-6	-28	-63	-31
O=C(c1cc(-c2cccs2)on1)N1CCN(c2ccccc2)CC1	·	5	18	0	-24	12	-15	-38	-5	-66	·
Cc1ccc(NC(=O)CSCC(=O)Nc2cc(S(=O)(=O)N3CCOCC3)ccc2OC(C)C)cc1	-10	-13	-8	-4	-9	3	-1	-5	5	-8	10
Cc1cc2nc(C)n3c4ccccc4nc3n2n1	-37	-39	-6	-10	-24	1	-7	18	4	-21	-16
Clc1ccc2nc(C3CCCCC3)c(Cc3ccccc3)n2c1	1	10	-4	-3	-7	·	·	-6	14	-5	9
CN1CCN(C(=O)C2=C[C@@H](c3ccc4c(c3)OCO4)C[C@@H](OCc3ccc(CO)cc3)O2)CC1	-13	-17	-5	0	-11	0	-7	-8	7	-23	-1
O=C(CCNC(=O)c1ccc(Br)cc1)NC1CCCc2ccccc21 (centres undefined)	-34	-22	25	-6	-14	-2	8	-43	-99	4	-42
Nc1nonc1-n1nnc(C(=O)N/N=C/c2c[nH]c3ccccc23)c1-c1ccccc1	7	12	-3	0	7	-12	-8	8	19	5	12
Cc1ccc(/C=C/C(=O)Nc2sc(C)c(C)c2C(=O)OC(C)C)o1	1	3	-5	-1	4	-1	-3	1	11	-41	14
CCCOC(=O)c1c(NC(=O)CCC(=O)O)sc2c1CCCCC2	5	0	3	-4	5	-4	4	16	-2	5	1

New compounds follow:
SMILES	SRC2 inh	LRH-1 inv ag	C8 TRAIL sens	NOD2 RIPK2 PPI	NCOA1 inh	TLR9-MyD88 inh	EBV LMP1 NFkB	TWEAK Fn14 block	NCOA3 inh	TROY signal inh	COUP-TFII inh
O=C(C(=O)N1CCOCC1)c1c[nH]c2ccccc12	5	-2	-5	-10	-29	3	-3	1	2	-2	-16
COc1cccc(NS(=O)(=O)NC(=O)c2c(C)[nH]c3ccccc23)c1	-11	-1	-9	2	-7	1	-7	-6	8	13	-10
Cn1cnnc1SC/C(O)=C(\C#N)c1nc2ccccc2[nH]1	22	15	-1	4	5	0	-2	-16	0	-16	-2
Cc1ccc2nc(NC(=O)CCCC(=O)O)sc2c1	57*	17	27	-11	26	6	37	86*	32	66*	36
O=C(N1CCN(c2ccc(F)cc2)CC1)C12CC3CC(CC(C3)C1)C2	-35	-4	4	-2	13	2	2	3	-23	-23	7
CCCCOc1ccccc1C1NC(=O)CCC1[N+](=O)[O-] (centres undefined)	33	-12	-9	1	22	6	4	-4	3	3	23
CC[N+]1(C)CCC(=C2c3ccccc3CC(=O)c3sccc32)CC1 (centres undefined)	-14	4	-19	1	-4	-9	12	13	2	-2	8
CCN(CC)c1ccc(C(=O)N/N=C/c2ccc(N3CCOCC3)cc2)cc1	0	1	5	-3	-15	10	-4	-2	12	-13	-12
CCSc1ccc([C@@H]2[C@H]3C(=O)N(C)C(=O)[C@H]3[C@]3(C(=O)OC)CCCCN23)cc1	14	13	7	1	2	9	-9	-3	17	-1	-2
Cc1ccc(NC(=O)CN2C(=O)NC(C)(c3ccc(Cl)cc3)C2=O)cc1 (centres undefined)	-27	36	14	-3	-8	1	-10	-8	-6	-5	8
CC(C)Cc1ccc(S(=O)(=O)N2CCOCC2)cc1	4	-4	2	-7	-10	-5	-6	-9	13	-12	7
Cc1cc(=O)[nH]c(SCC(=O)Nc2nnc(SCc3ccccc3)s2)n1	-15	-2	-5	9	-11	6	1	-2	5	29	25
COC(=O)[C@]12CCCCC=C1N(Cc1cccc3ccccc13)C(=O)[C@H](CC(=O)N1CCOCC1)C2	4	-39	-18	0	·	·	·	-1	·	0	12
COc1ccc(C2(CNS(=O)(=O)c3ccc(C)cc3)CCOCC2)cc1	13	-15	15	1	-19	7	-1	2	24	3	-1
COc1ccc(C(=O)NNC(=O)CSc2nc3c([nH]2)c(=O)n(C)c(=O)n3C)cc1	-1	-4	-7	-9	6	-15	-1	-6	-4	3	-1
CC[C@@]1(C(=O)OC)N[C@H](CN(C)C(=O)NC(C)C)[C@@H]2C(=O)N(C)C(=O)[C@@H]21	18	-7	-5	1	-1	-4	0	2	-12	-3	0
CCOc1ccccc1/C=N/Nc1nc(C)cc(=O)[nH]1	·	18	-3	6	10	1	-2	-7	5	0	·
COc1ccc(CN(C)C(=O)c2cccc(S(=O)(=O)N3CCc4ccccc43)c2)c(OC)c1	17	2	-4	-4	-11	2	-3	7	-3	-2	3
CC#CCN(Cc1ccco1)C(=O)c1ccc(OC2CCN(Cc3ccccn3)CC2)cc1	-3	-5	-2	-7	0	-19	-2	7	-5	0	-2
